From PubChem BioAssay
DT40 TDP1 no CPT = qHTS for Inhibitors of human tyrosyl-DNA phosphodiesterase 1 (TDP1): qHTS in cells in absence of CPT | DT40 Tdp1-/- hTDP1 cells, no CPT, ATP luminescence, 48 h | Potency, µM (top dose mostly 46.2 µM), without a hit: at the highest dose activity change, negative = growth inhibition, hits mostly inhibitors | hit rate 15% among 420,000 | AID 686978, 2013; also: nearly all actives have a fitted effect of over 55% in size
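Compound effects on proliferation are scored in DT40 Tdp1-/-;hTDP1 cells in the absence of CPT. ATP levels (CellTiter-Glo luminescence) are recorded after a ≥48 hr, 37 °C incubation.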
KAT2A inh = qHTS Assay for Inhibitors of GCN5L2; hit rate 0.21% among 390,000; Histone acetyltransferase KAT2A (Homo sapiens), Q92830; GCN5L2 HAT assay, ThioGlo1 CoA-SH fluorescence; Potency, µM (highest dose often 58.9 µM), for inactives: top-dose activity change, negative = inhibition, most hits filed as inhibitors
Target sequence (Q92830 whole entry, looked up): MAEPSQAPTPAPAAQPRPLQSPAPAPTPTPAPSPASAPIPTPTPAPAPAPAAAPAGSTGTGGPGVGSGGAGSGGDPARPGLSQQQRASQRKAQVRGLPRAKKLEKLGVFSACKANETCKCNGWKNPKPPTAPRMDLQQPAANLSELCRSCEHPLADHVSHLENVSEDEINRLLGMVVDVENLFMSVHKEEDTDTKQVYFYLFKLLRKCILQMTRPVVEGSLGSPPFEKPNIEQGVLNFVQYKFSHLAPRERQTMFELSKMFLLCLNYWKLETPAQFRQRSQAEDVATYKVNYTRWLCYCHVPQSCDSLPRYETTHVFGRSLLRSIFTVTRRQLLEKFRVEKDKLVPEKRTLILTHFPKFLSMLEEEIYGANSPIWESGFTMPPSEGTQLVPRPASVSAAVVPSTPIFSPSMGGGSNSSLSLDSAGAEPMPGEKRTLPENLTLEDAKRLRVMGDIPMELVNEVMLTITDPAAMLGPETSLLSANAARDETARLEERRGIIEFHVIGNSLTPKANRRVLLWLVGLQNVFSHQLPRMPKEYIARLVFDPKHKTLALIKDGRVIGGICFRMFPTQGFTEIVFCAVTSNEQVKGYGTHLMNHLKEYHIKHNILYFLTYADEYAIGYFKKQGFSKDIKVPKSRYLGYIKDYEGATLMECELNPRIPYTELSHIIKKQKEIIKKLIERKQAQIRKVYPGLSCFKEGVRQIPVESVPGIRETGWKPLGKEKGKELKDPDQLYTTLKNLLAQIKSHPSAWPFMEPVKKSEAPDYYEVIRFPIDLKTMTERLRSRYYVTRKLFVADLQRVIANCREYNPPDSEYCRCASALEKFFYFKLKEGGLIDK
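Preincubate 20nM GCN5L2 with compound 15 min, RT → add 50uM ThioGlo1 + 75uM H3(1-25) + 70uM acetyl-CoA → read fluorescence 0 and 20 min. Primary qHTS; fluorescent artifacts likely.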
DT40 TDP1 CPT = qHTS for Inhibitors of human tyrosyl-DNA phosphodiesterase 1 (TDP1): qHTS in cells in presence of CPT; chicken DT40 Tdp1-/-;hTDP1 cells + 20 nM CPT, ATP luminescence, 48 h; AID 686979, 2013; hit rate 12% among 420,000; Potency, µM (series often up to 46.2 µM), for the others: at the highest dose activity change, negative = growth inhibition, most hits filed as inhibitors; also: nearly all actives have a fitted effect of over 55% in size
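Chicken DT40 Tdp1-/- cells stably complemented with human TDP1 were seeded at 400 cells/well in medium containing 20 nM camptothecin, exposed to pin-transferred compounds, and grown at 37 °C for at least 48 hr. Viability was read as ATP luminescence.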
Active calls of the source: *; ? = inconclusive; . = no result given; & = joins results of further samples; ! = a repeat was not active; [ ] = dose if it differs, or a comment. Calls follow the shape of the dose curve; as a rule, active = well fitted curve in the direction sought with a large enough effect; inconclusive = small, poorly fitted or top-dose-only effect, or another doubt; inactive = no such curve, though single readings can be large; an effect the other way counts as inactive or inconclusive. % is scaled to controls: 0 for no effect and ±100 for the full control effect; potency is read from the fitted curve at half-maximal effect. These rows are one share of the data; rates above refer to the full screens.

SMILES | DT40 TDP1 no CPT | KAT2A inh | DT40 TDP1 CPT
C[N+]1(CC2COC(c3ccco3)O2)CCCCC1 (stereo not given) | -3% | -13% | 1%
O=C(Nc1ccccc1)C1=C[C@H](c2ccccc2)C[C@H](OCCCCO)O1 | ? | . | 16µM*
CC(N)C(=O)c1ccco1 (stereo not given) | 2% | -6% | 4%
Cc1cc(-c2nc3ncccc3o2)ccc1NC(=O)c1ccccc1Br | ? | -4% | -16%
CCc1ccccc1NC(=O)CNC1CCCCC1 | 4% | 0% | 8%
CN(C)C(Cc1ccccc1)C(=O)c1c[nH]c2ccccc12 (stereo not given) | ? | -12% | ?
c1ccc(-c2ccc(CN3Cc4ccccc4-n4nncc4C3)cc2)cc1 | 5.2µM* | . | 4.6µM*
Oc1ccccc1O | ? | -7%&0% | -23%
O=S(=O)(c1ccccc1)N1Cc2ccccc2-n2nncc2C1 | 21µM* | . | ?
COc1cc(CN2CCc3nc(N4CCN(c5ccccc5F)CC4)ncc3C2)ccc1OC(C)C | -26% | 21% | ?
O=C(c1ccccc1)c1ccccc1N=Cc1c(O)[nH]c(=O)[nH]c1=O | -1% | 2% | 2%
CNCC(O)c1ccc(OC(=O)C(C)(C)C)c(OC(=O)C(C)(C)C)c1 (stereo not given) | ? | 1% | 9µM*!
CN(C)P(=S)(Nc1ccccc1)C(Cl)(Cl)Cl (stereo not given) | -29% | -8% | -4%
Cc1nn(Cc2c(Cl)cccc2Cl)c(Cl)c1C(=O)O | 14% | -4% | 20%
CN1c2ccc([N+](=O)[O-])cc2CC2(C(=O)NC(=O)NC2=O)C1c1ccccc1 (stereo not given) | ? | 1% | ?
CSCc1nnc2n1-c1ccc(Cl)cc1C(c1ccccc1)=NC2 | ? | 0% | -23%
CCC1CN2CCC1CC2C(O)c1ccnc2ccc(OC)cc12 (stereo not given) | ? | -6% | ?
COc1ccc(-c2nc(CS(=O)CC(=O)N3CCC4(CC3)OCCO4)c(C)o2)cc1 (stereo not given) | 2% | -2% | -11%
COc1ccccc1N1CCN(Cc2ccc(SC)cc2)CC1 | 21µM* | -4% | 16µM*
CCN(CC)C(=O)c1ccc2c(c1)C1C(Cl)C(Sc3ccccc3[N+](=O)[O-])CC1C(C(=O)O)N2 (stereo not given) | 21µM* | 13µM* | ?
CCCCn1c(=O)c(C(=O)Nc2ccccc2S(N)(=O)=O)c(O)c2ccccc21 | ? | -5% | ?
CCCCC(=O)N/N=C/c1c(O)n(CCc2ccccc2)c(=O)[nH]c1=O | ? | -6% | ?
Cc1ccc(S(=O)(=O)N2CCC(=O)N(CCOC(=O)Nc3cccc(Cl)c3)CC2)cc1 | 21µM* | -2% | 12µM*
O=c1[nH]c(O)c(C=Nc2cc(F)cc(F)c2)c(=O)[nH]1 | -4% | -2% | 1%
O=C(c1ccccc1F)c1cn(CC(=O)N2CCCC2)c2ccccc12 | 16µM* | 2% | ?

(listing goes on)
SMILES | DT40 TDP1 no CPT | KAT2A inh | DT40 TDP1 CPT
O=C(Cn1cc(C(=O)c2ccccc2F)c2ccccc21)NC1CC1 | 1% | -3% | 0%
CCOC(=O)C1C(C=C(C)C)C1(C)C (stereo not given) | 17% | -7% | -5%
CCC(=O)O[C@]1(c2ccccc2)CCN(C)C[C@H]1C | -29% | . | 6%
NC(N)=NN=C(/C=C/c1ccc([N+](=O)[O-])o1)/C=C/c1ccc([N+](=O)[O-])o1 | 3µM* | -19% | 3µM*
Cc1ccc(-n2c(O)c(C=Nc3ccc(Br)cn3)c(=O)[nH]c2=O)cc1 | -4% | 1% | 8%
COC(=O)c1ccccc1NC(=O)N1C[C@@H]2C[C@@H](C1)c1cccc(=O)n1C2 | 3% | -12% | 23%
CC(C)(C)C(=O)N1Cc2ccccc2-n2nncc2C1 | -28% | . | ?
COc1ccc(CN2C(=O)NC(=O)/C(=C\c3ccco3)C2=O)cc1 | ? | ? | ?
CCOC(=O)CNC(=O)CSP(=S)(OCC)OCC | 10% | ? | -4%
CCC1(CC)C(=O)NC(=O)N(CCc2ccccn2)C1=O | 1% | . | -4%
CCCCc1ccc2[nH]cc(CCN)c2c1 | 21µM* | -12% | 21µM*
CCOC(=O)c1ccc(N2C(=O)c3n[nH]c(-c4cccs4)c3C2c2ccc(OC)cc2OC)cc1 (stereo not given) | 21µM* | -11% | 23µM*
CC(Oc1ccc(Cl)cc1Cl)C(=O)Nc1ccc(S(=O)(=O)Nc2cnc3ccccc3n2)cc1 (stereo not given) | 26µM* | -20% | ?
CC[C@@H](C(=O)O)[C@@H]1O[C@@H]([C@@H](C)[C@H](O)[C@H](C)C(=O)[C@H](CC)[C@H]2O[C@]3(C=C[C@@H](O)[C@]4(CC[C@@](C)([C@H]5CC[C@](O)(CC)[C@H](C)O5)O4)O3)[C@H](C)C[C@@H]2C)[C@@H](C)C[C@@H]1C | 0.27µM* | . | 0.47µM*
Nc1c(C(=O)NCCc2ccccc2)c2nc3ccccc3nc2n1CCN1CCOCC1 | 16µM* | -14% | 21µM*
COc1ccc(C(=O)N2C[C@H]3C[C@@H](C2)c2cccc(=O)n2C3)cc1OC | 0% | -6% | 20%
COC(=O)C1=C(c2ccc(Cl)c(C(F)(F)F)c2)C[C@@H]2CC[C@H]1N2C(=O)NC1CC1 | 10µM* | 1% | 15µM*
Cc1ccc2c(c1)=C/C(=C\c1c(O)[nH]c(=O)[nH]c1=O)C(=O)N=2 | ? | -2% | ?
C[C@H]1CNC(=O)c2c(C(=O)Nc3cccc(Cl)c3)ncn21 | ? | . | -7%
Cc1ccc(-c2cc(-c3ccc(C)cc3)[n+](-c3ccc(C(=O)[O-])cc3)c(-c3ccc(C)cc3)c2)cc1 | ? | -15% | ?
CCCCCCC(C)(C)c1ccc([C@@H]2C[C@H](O)CC[C@H]2CCCO)c(O)c1 | 18µM* | -20%&-13% | 21µM*!
Cn1c(O)c(/C=N/N2CCOCC2)c(=O)n(C)c1=S | ? | -23% | 5%
O[C@@H]1CCCN2C[C@@H](O)[C@@H](O)C12 (stereo not given in full) | -2%[166 µM] | -3% | -4%[166 µM]
C[N+]12CCC(CC1)C(C#N)(N1CCOCC1)C2 (stereo not given) | 3% | -5% | 2%
O=c1[nH]c(=O)n(C2CCCCC2)c(O)c1C=Nc1ccc(N2CCOCC2)cc1 | ? | -11% | -24%

Not a retest: 4 of the compounds above.
SMILES | DT40 TDP1 no CPT | KAT2A inh | DT40 TDP1 CPT
Cn1c(O)c(/C=N/N2CCOCC2)c(=O)n(C)c1=S | ? | -23% | 5%
O[C@@H]1CCCN2C[C@@H](O)[C@@H](O)C12 (stereo not given in full) | -2%[166 µM] | -3% | -4%[166 µM]
C[N+]12CCC(CC1)C(C#N)(N1CCOCC1)C2 (stereo not given) | 3% | -5% | 2%
O=c1[nH]c(=O)n(C2CCCCC2)c(O)c1C=Nc1ccc(N2CCOCC2)cc1 | ? | -11% | -24%

By substructure, the compounds so far containing an aryl thioether with sulfur outside any ring
SMILES | DT40 TDP1 no CPT | KAT2A inh | DT40 TDP1 CPT
COc1ccccc1N1CCN(Cc2ccc(SC)cc2)CC1 | 21µM* | -4% | 16µM*
CCN(CC)C(=O)c1ccc2c(c1)C1C(Cl)C(Sc3ccccc3[N+](=O)[O-])CC1C(C(=O)O)N2 (stereo not given) | 21µM* | 13µM* | ?

Given as comma-separated lines: part of the list above.
Compound,DT40 TDP1 no CPT,KAT2A inh,DT40 TDP1 CPT
CCOC(=O)C1C(C=C(C)C)C1(C)C (stereo not given),17%,-7%,-5%
COC(=O)c1ccccc1NC(=O)N1C[C@@H]2C[C@@H](C1)c1cccc(=O)n1C2,3%,-12%,23%
CCC(=O)O[C@]1(c2ccccc2)CCN(C)C[C@H]1C,-29%,.,6%

Later entries.
SMILES | DT40 TDP1 no CPT | KAT2A inh | DT40 TDP1 CPT
COC(=O)C(NC(=S)N1CC2C[C@@H](C1)Cn1c2cccc1=O)C(C)C (stereo not given in full) | 12% | -24% | 18%
O=C(Nc1ccc(Cl)c(C(F)(F)F)c1)[C@@H]1CC=C[C@@H]2CCN(Cc3ccccc3)C(=O)[C@@H]21 | ? | . | ?
CCN(CC)CCCN=Cc1c(O)n(-c2ccccc2F)c(=O)[nH]c1=O | -2% | -9% | -12%
Cn1c(O)c(C(=Nc2ccc(F)cc2)c2ccccc2Cl)c(=O)n(C)c1=O | 7.3µM* | 2% | ?
O=C(OCC(=O)c1ccc([N+](=O)[O-])cc1)/C(=C\c1ccc(Cl)cc1)NC(=O)c1ccccc1 | ? | -13% | ?
CCCCC/C(=N/O)c1c(C)[nH]c2ccccc12 | ? | -3% | -27%
CN(C(=O)CCN1C(=O)/C(=C/c2ccc(F)cc2)SC1=S)C1CCS(=O)(=O)C1 (stereo not given) | 21µM* | . | 21µM*
Cc1c(C(c2ccc(Br)cc2)c2c(O)c3ccccc3oc2=O)c(=O)n(-c2ccccc2)n1C (stereo not given) | 24%&-2% | -14%&-17% | -6%&0%
O=C(NCCc1ccccc1)c1ccc2nccnc2c1 | -23% | -5% | ?
CC1=C(O)C(=O)C=C2C1=CC=C1C2(C)CCC2(C)C3CC(C)(C(=O)O)CCC3(C)CCC12C (stereo not given) | 1µM* | . | 1.3µM*
COC(=O)C1=C(c2ccc(-c3ccccc3)c(F)c2)C[C@@H]2CC[C@H]1N2C(=O)NC1Cc2ccccc2C1 | ? | -5% | ?
COc1ccc2c(c1OC)C(=O)OC2c1c(O)n(Cc2ccc(F)cc2)c(=O)[nH]c1=O (stereo not given) | 3% | -2% | ?
Cc1ccccc1NC(=O)NCCN1CC1 | 7.3µM* | 0% | 4.1µM*
CCc1ccc(CNC(=O)c2ccc3c(c2)N=C(C)c2cc(C)ccc2S3)cc1 | 5.8µM* | -9% | 12µM*
CC(OC(=O)c1cn(C)c2ccccc12)C(=O)N1CCCC1 (stereo not given) | -3% | 0% | 12%
Cc1ccc(C=C2C(Cl)=C(Cl)C(Cl)=C2Cl)cc1 | 5.2µM* | -24% | 3.3µM*
O=c1[nH]c(O)c(Cc2ccc3c(c2)OCO3)c(=O)[nH]1 | 0% | -20% | 7%
COc1cccc(CSc2nc(-c3ccccc3OC)nc3c2Cc2c(CO)cnc(C)c2O3)c1 | 3.7µM* | -10% | 5.8µM*
CCOc1ccc(/C=C/C(=O)C(C(N)=O)=C2SCCS2)cc1 | ? | 16% | ?
CCC1CN1P1(=O)OCC(C)([N+](=O)[O-])CO1 (stereo not given) | ? | . | ?
Cc1cccc(-n2c(-c3ccccc3)nc3ccccc3c2=O)n1 | ? | ? | ?
CCOP(=O)(c1ccccc1)c1nc(-c2ccc(F)cc2)oc1N1CCCCC1 (stereo not given) | 21µM* | -6% | 13µM*
NC1CC2CCCCC2CC1(O)c1ccccc1 (stereo not given) | ? | . | -5%
